# High-throughput results as filed in PubChem BioAssay.
# M5 ag – human M5 muscarinic receptor agonists, primary screen, CHO-K1 cells, Fluo-8 calcium fluorescence | CHO-K1 hM5 cells; 0% DMSO wells, 100% maximal acetylcholine response | activation, % at 3 µM | AID 624037, 2012 | hit rate 0.19% among 360,000 | Muscarinic acetylcholine receptor M5 (Homo sapiens), P08912;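 active = activation above the run's mean over test compounds plus 3 SD, cut at about 23% in these data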;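 also: signal is peak over basal fluorescence ratio across the kinetic read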
# Target sequence (P08912 whole entry, looked up): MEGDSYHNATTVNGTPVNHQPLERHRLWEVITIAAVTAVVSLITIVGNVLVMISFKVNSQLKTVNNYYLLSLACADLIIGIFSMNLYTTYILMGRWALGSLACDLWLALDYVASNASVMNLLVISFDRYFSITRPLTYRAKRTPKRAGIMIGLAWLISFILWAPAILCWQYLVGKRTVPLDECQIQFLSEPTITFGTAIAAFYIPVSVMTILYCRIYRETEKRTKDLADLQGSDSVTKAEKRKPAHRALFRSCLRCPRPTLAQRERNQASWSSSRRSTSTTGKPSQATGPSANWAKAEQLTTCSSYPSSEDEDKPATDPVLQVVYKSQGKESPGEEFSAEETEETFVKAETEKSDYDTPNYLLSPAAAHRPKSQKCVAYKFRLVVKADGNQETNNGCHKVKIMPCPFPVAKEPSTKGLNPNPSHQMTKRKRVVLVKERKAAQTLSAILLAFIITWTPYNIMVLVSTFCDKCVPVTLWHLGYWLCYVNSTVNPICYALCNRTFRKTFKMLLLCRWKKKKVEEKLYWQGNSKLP
# M4 ag – human M4 muscarinic receptor agonists, primary screen, CHO-K1 cells, Fluo-8 calcium fluorescence; Muscarinic acetylcholine receptor M4 (Homo sapiens), P08173; CHO-K1 hM4/Gqi5; vehicle 0%, full acetylcholine response 100%; activation, % at 3 µM; hit rate 0.14% among 360,000; AID 624127, 2012;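 active = activation above the run mean over all test wells plus 3 SD, cut at about 32% in these data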;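 also: peak over basal fluorescence ratio per well then scaled between controls; 0% = DMSO wells and 100% = acetylcholine at EC100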
# CHRM5 PAM – human M5 muscarinic receptor positive allosteric modulators, primary screen, CHO-K1 cells, Fluo-8 calcium fluorescence; hit rate 0.3% among 360,000; Muscarinic acetylcholine receptor M5 (Homo sapiens), P08912; CHO-K1 hM5, ACh EC20 PAM; 0% = ACh EC20, 100% = ACh EC100; activation, % at 3 µM;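 active = activation above the run cutoff, the mean activation of all test compounds plus 3 SD, cut at about 18% in these data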
#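 Assay system: CHO-K1 hM5 cells. Also added: acetylcholine at EC20 concentration, added after compound. Dosing: 3 µM, single dose. Times: compound preincubation 140 s before EC20 acetylcholine addition. Signal: Fluo-8 calcium fluorescence. Measure: % activation relative to EC20 and EC100 ACh responses. Repeats: singlicate, one well per test compound.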
# CHRM1 agonist – human M1 muscarinic receptor agonists, primary screen, Fluo-8 calcium fluorescence, CHO-K1 cells, HTS. Muscarinic acetylcholine receptor M1 (Homo sapiens), P11229. CHO-K1 hM1, agonist mode; 0% DMSO, 100% acetylcholine EC100. activation, % at 3 µM. hit rate 0.33% among 360,000. AID 588814, 2011;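 active = activation above the run's mean compound activation plus 3 SD, cut at about 16% in these data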;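 also: peak over basal fluorescence ratio within a 140 s kinetic read after compound addition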
# Target sequence (P11229 whole entry, looked up): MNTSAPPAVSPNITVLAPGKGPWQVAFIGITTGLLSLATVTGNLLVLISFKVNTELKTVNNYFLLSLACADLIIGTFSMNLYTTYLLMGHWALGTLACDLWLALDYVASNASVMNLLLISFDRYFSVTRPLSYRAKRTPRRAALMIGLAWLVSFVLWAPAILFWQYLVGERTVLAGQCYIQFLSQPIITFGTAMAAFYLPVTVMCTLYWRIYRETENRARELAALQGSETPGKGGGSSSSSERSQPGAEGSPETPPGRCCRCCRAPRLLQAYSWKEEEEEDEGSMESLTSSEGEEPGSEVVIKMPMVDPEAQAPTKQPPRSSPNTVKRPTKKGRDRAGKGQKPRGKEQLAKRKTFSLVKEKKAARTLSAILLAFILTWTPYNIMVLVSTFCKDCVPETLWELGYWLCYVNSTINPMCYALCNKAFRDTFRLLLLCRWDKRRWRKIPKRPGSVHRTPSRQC
# M5 antag – human M5 muscarinic receptor antagonists, primary screen, CHO cells, Fluo-8 calcium fluorescence | Muscarinic acetylcholine receptor M5 (Homo sapiens), P08912 | CHO-hM5 cells, ACh EC80 | inhibition, % at 3 µM | hit rate 0.59% among 360,000 | AID 624040, 2012;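 active = inhibition above a per-plate cutoff, the mean of that plate's test compounds plus 3 SD, cut at about 27% in these data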;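 also: 0% = acetylcholine EC80 with DMSO and 100% = DMSO without agonist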
# TAAR1 ag – human TAAR1 agonists, primary screen, Fluo-8 calcium fluorescence, CHO RD-HGA16 cells | hit rate 0.99% among 360,000 | activation, % at 3 µM | vehicle wells 0%, saturating PEA agonist 100%;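 active = activation above the mean activation of all test compounds in the run plus 3 SD, cut at about 38% in these data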
#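 Signal – calcium-sensitive Fluo-8 signal, excitation 470-495, emission 515-575 nm · System – RD-HGA16 (CHO) cells co-expressing Gα16 and hTAAR1 · Incubation – 17-24 h seeding, 75 min 37 °C dye, 30 min RT · Compound dosing – 3 µM single concentration · Repeats – no replicates (n 1)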
# M1 PAM – human M1 muscarinic receptor positive allosteric modulators, primary screen, CHO-K1 cells, Fluo-8 calcium fluorescence, 1536-well; Muscarinic acetylcholine receptor M1 (Homo sapiens), P11229; hit rate 0.088% among 360,000; CHO-K1 hM1, ACh EC20; 0% = ACh EC20, 100% = maximal ACh; activation, % at 3 µM; in the data active = activation above about 19%, passing the limit was not always enough
# M4 antag – human M4 muscarinic receptor antagonists, primary screen, CHO cells, Fluo-8 calcium fluorescence; CHO-hM4 cells, ACh EC80; AID 624125, 2012; hit rate 0.73% among 360,000; inhibition, % at 3 µM;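 active = inhibition above its plate's cutoff, the mean inhibition of sample wells plus 3 SD, cut at about 27% in these data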;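 also: 0% = acetylcholine EC80 with DMSO and 100% = DMSO without agonist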
# M1 antag – human M1 muscarinic receptor antagonists, primary screen, CHO-K1 cells, Fluo-8 calcium fluorescence, 1536-well | hit rate 1.3% among 360,000 | inhibition, % at 3 µM | Muscarinic acetylcholine receptor M1 (Homo sapiens), P11229 | CHO-K1 hM1, ACh EC80 antagonist;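 active = percent inhibition above its own plate's cutoff, namely the mean of that plate's compound wells plus 3 SD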;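 also: peak over basal fluorescence ratio during 140 s after agonist addition; 0% = ACh EC80 plus DMSO and 100% = DMSO alone without agonist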
# Numbers without * were called inactive; . = not tested or not shown.
SMILES,M5 ag,M4 ag,CHRM5 PAM,CHRM1 agonist,M5 antag,TAAR1 ag,M1 PAM,M4 antag,M1 antag
COCC(C)NCc1cccc([N+](=O)[O-])c1 (stereo unspecified),1.3,-1.6,-6.7,-3.9,13.3,-0.8,2.0,3.8,-17.9
CSCCNC(=O)C1(C)CCN1C(=O)C/C=C/c1ccccc1 (stereo unspecified),-2.4,1.3,-3.2,-0.3,11.2,1.1,5.4,-11.9,-5.9
COC(=O)[C@]1(Cc2ccccc2)N[C@H](CN(C)S(=O)(=O)c2ccc(F)cc2)[C@@H]2C(=O)N(Cc3ccccc3)C(=O)[C@@H]21,-0.8,2.3,-0.9,-4.7,0.1,4.1,1.2,-14.4,8.2
Cc1nc(C)c(C(=O)NNC(=O)Nc2ccc(Cl)cc2)s1,-2.4,0.4,-7.1,0.7,12.2,2.6,7.8,-0.5,-19.6
Cc1nnc(SCC(=O)Nc2ccc(Oc3ccccc3)cc2)n1N,-6.8,1.1,3.4,-4.4,1.6,12.3,5.9,6.4,-3.7
Cc1cccn2c(=O)nc(SCC(=O)c3ccc(Cl)cc3)nc12,1.0,2.7,0.5,-1.4,3.2,-1.7,7.6,-1.1,-0.8
CC(C)NC(=O)N(C)C[C@@H]1Oc2cc(C#Cc3ccccn3)ccc2S(=O)(=O)N([C@@H](C)CO)C[C@H]1C,2.0,4.0,-4.7,-4.1,11.6,4.7,-0.2,-3.5,-10.8
CC(C)NC(=O)Cc1ccc(Br)cc1,-3.0,1.1,-1.9,-3.1,1.1,0.2,9.2,-3.5,-13.6
O=C(/C=C/c1ccccc1)n1cnnc1SC/C=C/c1ccccc1,-5.3,0.0,0.1,-8.2,-3.0,1.7,6.0,-6.6,-13.4
COc1ccc(-c2cnc(N)nc2-c2ccc(OC)cc2)cc1,-6.3,-0.6,-3.5,-5.8,10.5,-2.1,-5.4,-5.2,10.3
COc1ccc(-c2cc(=O)oc3cc(OCC(=O)N(C)C)ccc23)cc1,-0.6,0.1,5.5,-5.5,-0.8,-0.1,2.0,-6.3,-5.6
N#Cc1ccsc1NC(=O)CN1CCN(S(=O)(=O)c2ccccc2C(F)(F)F)CC1,-1.9,13.3,-10.7,-2.2,6.5,16.0,-8.9,-7.2,0.7
C[N+](C)(C)CCOP(=O)(O)OP(=O)([O-])OC[C@H]1O[C@@H](n2ccc(N)nc2=O)[C@H](O)[C@@H]1O,1.6,2.6,-4.0,-0.7,-8.0,.,2.3,-1.8,-18.4
CC1CCc2c(sc3ncnc(SC(C)C(=O)NCC4CCCO4)c23)C1 (stereo unspecified),-2.8,0.6,3.9,-2.8,2.6,-1.4,6.8,3.8,-6.0
NC(=O)CSc1nnc(-c2cccc(S(=O)(=O)N3CCCCC3)c2)o1,1.4,0.5,5.9,-0.8,-0.7,2.7,20.8,-6.7,-17.4
Cc1ccc(CNC(=O)C2CCN(S(=O)(=O)c3cccc4nonc34)CC2)cc1,-0.3,0.9,-4.2,-4.7,8.2,-1.5,5.9,-21.6,-13.8
NC(=O)c1ccc(NC(=O)COC(=O)CCc2ccc(S(=O)(=O)N3CCCCC3)cc2)cc1,0.7,1.5,-9.8,-3.6,10.7,3.6,-1.5,-3.1,3.3
CCC(=O)Nc1ccc(C(=O)CSc2nnc(CNc3ccc(Cl)cc3)o2)cc1OC,11.0,12.1,-19.9,-0.3,12.4,9.3,-20.6,4.0,22.2
COC(=O)[C@@]12C[C@@H](CC(=O)NCCCCc3ccccc3)C(=O)N(Cc3ccco3)C1=CCC(C)(C)C2,-2.0,10.6,3.9,.,1.7,-1.3,.,10.6,.
O=C1c2ccccc2S(=O)(=O)c2cc(C(=O)N3CCN(c4ccc(Cl)cn4)CC3)ccc21,-1.5,18.1,-12.9,-9.4,13.8,12.1,-13.2,8.8,12.1
COc1c2c(nc3occc13)C(CC=C(C)C)(OC)C(O)CC2 (stereo unspecified),-6.9,0.8,2.7,-2.9,4.9,2.4,5.0,2.8,-0.6
Cc1ccc(C)c2nc(Cl)c(C#N)cc12,-1.4,0.3,5.5,-3.3,1.9,9.7,11.9,9.4,-9.3
CCN1C(=O)/C(=C/N2CC(C)CC(C)C2)SC1=S (stereo unspecified),-0.9,0.3,-0.3,-1.1,1.4,-0.9,3.0,9.4,-1.8
COCCCNC(=O)CNC(=S)N(Cc1ccccc1)Cc1cccnc1,3.1,1.0,-5.3,-3.6,13.5,-0.1,0.6,8.6,4.2
Nc1nc2nonc2nc1N1CCCCC1,-1.2,0.3,-2.5,3.1,-4.5,0.1,0.0,0.6,-29.8
# More compounds
SMILES,M5 ag,M4 ag,CHRM5 PAM,CHRM1 agonist,M5 antag,TAAR1 ag,M1 PAM,M4 antag,M1 antag
COCCn1c(-c2ccccc2)cnc1SCC(=O)Nc1cccc2ccccc12,-0.8,2.7,-1.6,-3.4,-8.5,3.3,3.3,0.1,8.0
COc1ccccc1NC(=O)CCNC(=O)Cn1ccc2ccccc2c1=O,2.4,0.1,1.8,-4.7,6.0,12.2,15.6,1.7,-9.1
COc1ccc(NC(=O)COc2ccc(-c3nn(C)c(=O)c4ccccc34)cc2)cc1,-8.3,1.3,-1.8,-2.3,8.9,-0.6,1.6,-0.9,-1.6
COc1ccc(N2CC(C(=O)NCCc3ccc(Cl)cc3)CC2=O)c(OC)c1 (stereo unspecified),2.5,1.2,-1.2,0.8,5.6,5.7,9.2,-20.7,-6.0
COc1cc(/C=C(\C#N)C(=O)Nc2cccc(C(=O)O)c2)ccc1OCc1ccc(F)cc1,-4.4,0.8,-1.1,-2.4,-5.7,4.6,7.0,-10.1,-9.2
Cc1c(C(=O)NCc2nnc(-c3ccccc3)o2)oc2c(F)cccc12,-5.0,4.9,8.6,-4.1,-5.1,-2.2,11.9,-11.6,-21.2
CN(C)/N=C/C=C1\CC/C(=C\c2ccc(Br)cc2)C1=O,-3.3,3.1,4.6,-0.2,3.5,3.4,4.3,-2.0,9.3
Cc1ccccc1OCC(=O)N/N=C/c1cccc2cccnc12,0.4,7.0,-2.0,1.8,-3.3,-1.3,10.3,-14.1,-19.9
COc1ccc(CCN2CN(S(=O)(=O)c3ccc(C)cc3)c3nc4ccccc4nc32)cc1OC,0.8,0.8,0.7,-5.0,-4.0,3.7,4.7,-0.2,-4.3
CN(Cc1ccccc1)c1nnc(N)s1,-0.1,0.4,-0.7,-2.8,-2.6,1.1,4.6,5.3,-15.0
O=S(=O)(c1ccc(Cl)s1)N1CCCCC1,-2.0,-0.2,-3.8,-7.5,-2.2,6.1,5.1,1.5,-3.3
Cc1ccc(C)c(NC(=O)C2CC(=O)N(C3CCCCC3)C2)c1 (stereo unspecified),0.1,2.2,7.6,1.3,-0.7,2.1,11.6,0.4,-12.8
COc1ccc2c(c1)CCC1C2=NN(/C(C)=C/C(C)=O)C1c1cccc(F)c1 (stereo unspecified),-0.7,2.6,-4.9,-0.8,5.4,2.4,2.6,-2.5,8.1
[O-]C1=N/[N+](=C/c2ccc(Cl)cc2)CC1,-1.4,0.6,0.7,-2.5,-0.9,2.8,3.0,-0.9,1.8
Cc1cc(CSc2ccccc2)ccc1NC(=O)c1ccc(C)c([N+](=O)[O-])c1,0.0,0.7,-1.0,-6.8,1.5,3.2,11.7,6.3,-11.7
CC(=O)Nc1ccc(S(=O)(=O)N2CCN(c3cc(C)ccc3C)CC2)cc1,4.0,10.3,-12.5,0.4,3.3,7.0,-0.1,-9.9,-10.2
Cc1ccc(N2C(=O)C(CN(C)C)C2c2ccccc2)cc1 (stereo unspecified),-8.4,1.1,-7.8,-5.3,2.6,2.0,-2.0,-6.9,4.8
Cc1ccc(S(=O)(=O)N2CCC(=O)N(CCOCc3ccccc3C)CC2)cc1,4.9,4.4,5.5,-5.1,5.9,6.9,8.0,-7.5,-3.0
Cc1ccc(NC(=O)CCc2c(C)nn(-c3ccc(N4CCCCC4)nn3)c2C)cc1,-2.5,7.2,1.1,-4.8,-5.4,1.9,5.7,-6.0,-8.6
Cc1onc(-c2ccccc2Cl)c1C(=O)N1CCc2ccccc2C1,-6.6,5.4,-5.9,-12.1,0.2,30.5,-17.0,3.0,17.8
CCOC(=O)N1CCN(S(=O)(=O)c2ccc(C(=O)N(CCCN(C)C)c3nc4c(F)cc(F)cc4s3)cc2)CC1,-10.2,1.2,-24.5,-6.8,11.2,8.2,-4.3,-1.0,4.6
CCC(C)NC(=O)CSc1n[nH]c(=O)n1CCc1ccccc1 (stereo unspecified),-2.1,-0.3,-2.6,0.9,2.0,1.7,2.2,-8.8,1.4
COc1ccccc1C(=O)N/C(=C\c1ccc2c(c1)OCO2)C(=O)NCCc1nc2ccccc2[nH]1,-2.0,6.2,-10.7,-3.1,15.3,3.4,-2.6,-16.9,-3.6
Cc1ccc(CNC(=O)CN2CCN(c3ccc(F)cc3)CC2)cc1,-6.9,0.6,-3.1,-1.6,12.1,3.9,8.4,3.4,-12.8
COc1ccc(C(=O)Nc2cccnc2)cc1OC,-4.2,0.8,1.3,-3.4,-8.3,11.7,3.6,-9.3,-1.1
CC(C)(C)N=C1NN=C(c2ccc(Cl)cc2)CS1,3.4,-1.0,12.0,-5.5,-6.0,-2.1,14.1,-5.2,-15.4
COc1ccc(Cc2nnc(NCCO)[nH]c2=O)cc1,-5.1,0.3,-1.8,1.3,6.4,0.8,15.0,2.9,-8.9
CN(C)c1ccc(C=NC(CO)C(O)c2ccc([N+](=O)[O-])cc2)cc1 (stereo unspecified),-0.9,1.0,2.9,-1.9,2.4,4.0,7.7,-3.3,-11.8
N#Cc1ccc(OCC(=O)Nc2ccc(N3CCCC3)cc2)cc1,-0.4,1.5,2.0,-4.7,-0.7,-2.4,-3.2,-4.2,6.2
Cc1c(NS(=O)(=O)c2cccc(C(=O)N3CCC(C(N)=O)CC3)c2)c(=O)n(-c2ccccc2)n1C,-0.3,0.3,8.1,4.5,-2.8,3.1,31.1*,-12.4,-34.7

# Filtered by structure, the entries above containing a nitro group on carbon.
SMILES,M5 ag,M4 ag,CHRM5 PAM,CHRM1 agonist,M5 antag,TAAR1 ag,M1 PAM,M4 antag,M1 antag
COCC(C)NCc1cccc([N+](=O)[O-])c1 (stereo unspecified),1.3,-1.6,-6.7,-3.9,13.3,-0.8,2.0,3.8,-17.9
Cc1cc(CSc2ccccc2)ccc1NC(=O)c1ccc(C)c([N+](=O)[O-])c1,0.0,0.7,-1.0,-6.8,1.5,3.2,11.7,6.3,-11.7
CN(C)c1ccc(C=NC(CO)C(O)c2ccc([N+](=O)[O-])cc2)cc1 (stereo unspecified),-0.9,1.0,2.9,-1.9,2.4,4.0,7.7,-3.3,-11.8

# Only part of the results is shown; rates above refer to the full screens.
